# High-throughput results (PubChem BioAssay)
# BRCA1 expr act = increases BRCA1 expression; Potency, µM (series often up to 46.1 µM), for inactives: top-dose activation, hits mostly activators; AID 624202; 380,000 compounds, 1.1% hits; MCF7-BRCA1-FFLuc reporter, luminescence, 48 h; response scale: scaled: vehicle 0%, 10 µM genistein 100%; active = well fitted activation curve with a large enough effect; inconclusive = small, poorly fitted or top-dose-only effect; inactive = no such curve, though single readings can be large or run the other way; also: nearly all actives have a fitted effect of over 80% in size; some results filed as inactive show a strong effect at the top dose
#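 Luminescence from a BRCA1-driven firefly luciferase in MCF7 cells was the read-out, taken 15 min after substrate addition following 48 h compound exposure at 37 °C. Data were normalized to a 10 microM genistein control and DMSO vehicle.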
# * = called active by the depositor; ? = inconclusive; & = joins results of further samples. Potency is read from the fitted curve at half-maximal effect. Only part of the results is shown. The share of hits here may be higher or lower than overall.
SMILES,BRCA1 expr act
NC(Cc1ccc(F)cc1)c1csc(Nc2ccc(S(N)(=O)=O)cc2)n1 (stereo not drawn),-7%
CC1(C(=O)NCc2ccc(Cl)cc2)CCN1C(=O)Cc1cccs1 (stereo not drawn),23%
c1ccc(Cc2nnc3sc(-c4ccc5c(c4)OCO5)nn23)cc1,8%
COc1ccc(Cc2c(-c3ccco3)nc3ccc(Br)cn23)c(C)c1,-7%
CC(C)(C)c1ccc(C(O)c2ncc(-c3ccccc3)[nH]2)cc1 (stereo not drawn),0%
COc1ccc(-n2cnnc2SCC(=O)NC2CC2)cc1,-6%
COc1cccc(CNc2nc3cc(-c4ccccc4C)sc3c(=O)n2C)c1OC,-27%
CC(=O)c1cccc(-c2ccnc3c2CC(C(=O)Nc2ccc(C(C)C)cc2)O3)c1 (stereo not drawn),-15%
CN1C(=O)[C@H]2[C@@H](c3ccc(C(F)(F)F)cc3)N[C@]3(CCCN(Cc4ccc(C(F)(F)F)cc4)C3=O)[C@H]2C1=O,-7%
N#C/C(=C\c1cccn1S(=O)(=O)c1ccccc1)S(=O)(=O)c1ccc(F)cc1,-1%
CCC1Nc2ncnc(N3CCc4ccccc4C3)c2N(Cc2ccc(Br)cc2)C1=O (stereo not drawn),-64%
Cc1nc(Sc2nnnn2C2CC2)c2c(-c3ccccc3)csc2n1,26%
CC1CC(C)CN(C(CCc2ccccc2)C(=O)NC2CCCCC2)C1 (stereo not drawn),7%
CN(C)c1ccc(/C=C/c2cc[n+]([O-])c3ccccc23)cc1,17%
C[C@@H]1CN([C@@H](C)CO)C(=O)CCCn2nncc2CO[C@H]1CN(C)S(=O)(=O)c1cn(C)cn1,20%
CS(=O)(=O)Nc1ccc(-c2cccc3nccn23)cc1,6%
CCCCCN(CCCCC)c1ccc(/C=C/c2ccnc3ccccc23)cc1,-8%
Cc1cc(N2CCN(C(=O)c3[nH]c(C(F)(F)F)nc3-c3ccccc3)CC2)c2ccccc2n1,-49%
O=S(=O)(c1ccc(F)cc1)N1CCN(c2nc(-c3cccs3)nc3cc(Cl)ccc23)CC1,1%
O=C1O[C@@H](c2ccccc2)C[C@@H](O)[C@H](O)CCCCc2ccccc21,-6%
COc1ccccc1NS(=O)(=O)c1cc(N/C(=N/S(=O)(=O)c2ccccc2)c2ccc(F)cc2)ccc1Cl,41%
COc1ccc(-c2ccc3c(c2)c(Sc2ccccc2)c(-c2ccccc2)n3C)cc1,-2%
COc1ccc(CCn2c3c(c(=O)[nH]c2=S)CN(C(C)C)CN3)cc1OC,-12%
COCOCCn1cc(CN2CCS(=O)(=O)N(Cc3ccc(-c4ccc(Cl)cc4)cc3)C(C)C2=O)nn1 (stereo not drawn),-15%
CC1=CC(=O)C(Sc2ccc(C)cc2)=CC1=O,-19%

# The list continues.
SMILES,BRCA1 expr act
CCCCCCCCN1C(=O)[C@H](CC(=O)NCCc2ccccc2OC)C[C@@]2(C(=O)OCC)CCCC=C12,-62%
COc1ccc(-c2cc(NC=O)c3ncc(-c4ccc(OC)c(OC)c4)n3c2)c(OC)c1,-68%
CSc1cccc(NC(=O)C2CC(=O)N(c3ccc4c(c3)OCCO4)C2)c1 (stereo not drawn),-2%
Cc1cc(Oc2ccccc2)nc(C#N)n1,19%
CN1CCN(CCNC(=O)c2ccc(CS(=O)c3ccc(Br)cc3)o2)CC1 (stereo not drawn),1%
CCC(=O)N1CCC1(C)C(=O)Nc1ccc(F)cc1 (stereo not drawn),11%
Cc1noc(C)c1-c1ccc(C(=O)NCc2ccc(Cl)cc2)c2occc12,-53%
Cc1ccsc1C(=O)N1CCC1(C)C(=O)Nc1cccc(C#N)c1 (stereo not drawn),7%
O=C(NCc1ccc(F)cc1)c1cc(C2CCCCN2C(=O)c2ccccn2)on1 (stereo not drawn),4%
O=C(Nc1nnc([C@H]2C[C@H](O)[C@@H](CO)O2)s1)c1ccc(Oc2ccccc2)cc1,0%
O=C(COC(=O)c1ccc(OC(F)F)cc1)NCC1CCCO1 (stereo not drawn),0%
NCc1csc(Nc2ncccn2)n1,-8%
O=C(Nc1c(-c2ccc(Cl)cc2)[nH][nH]c1=O)c1ccc(Br)cc1,9%
Cc1ccc(F)c(S(=O)(=O)NC(=O)C2(C)CCN2C(=O)CCC2CCCC2)c1 (stereo not drawn),8%
COc1ccc(CN(Cc2ccccc2)C(=O)c2ccno2)cc1COc1ccc(NC(C)=O)cc1,21%
Cc1noc(C)c1C(=O)OC(C)C(=O)c1c[nH]c2ccccc12 (stereo not drawn),-2%
Cc1ccc(C(NC(=O)C2CCN(CCOc3ccc(Cl)cc3Cl)CC2)c2ccccn2)cc1 (stereo not drawn),-6%
COC(=O)N(C)C[C@H]1OCc2cnnn2CCCC(=O)N([C@H](C)CO)C[C@H]1C,2%
COc1ccc(-c2csc(C(O)c3ccc(OC)cc3)n2)cc1 (stereo not drawn),-5%
O=S(=O)(Nc1cccc2ccccc12)c1ccc2ccccc2c1,-35%
CC1(C)NC(=O)C(CCc2ccccc2)NC1=O (stereo not drawn),17%
CC1Cc2[nH]c(=S)[nH]c(=O)c2C(C)O1 (stereo not drawn),13%
CCOc1cc(-c2ccc3c(c2)OCO3)cc(=[O+]CC)c2c(C)oc(C)c12,0%&-34%
CCC(CO)Nc1ccn2nc(-c3cc(OC)c(OC)c(OC)c3)cc2n1 (stereo not drawn),-24%
CC(=Cc1ccccc1)C=C1SC(=S)N(CCCC(=O)Nc2ccc(C(=O)O)c(O)c2)C1=O,-27%

# Molecules listed so far with an NH in an aromatic ring, in the order listed:
SMILES,BRCA1 expr act
CC(C)(C)c1ccc(C(O)c2ncc(-c3ccccc3)[nH]2)cc1 (stereo not drawn),0%
Cc1cc(N2CCN(C(=O)c3[nH]c(C(F)(F)F)nc3-c3ccccc3)CC2)c2ccccc2n1,-49%
COc1ccc(CCn2c3c(c(=O)[nH]c2=S)CN(C(C)C)CN3)cc1OC,-12%
O=C(Nc1c(-c2ccc(Cl)cc2)[nH][nH]c1=O)c1ccc(Br)cc1,9%
Cc1noc(C)c1C(=O)OC(C)C(=O)c1c[nH]c2ccccc12 (stereo not drawn),-2%
CC1Cc2[nH]c(=S)[nH]c(=O)c2C(C)O1 (stereo not drawn),13%

# The results go on:
SMILES,BRCA1 expr act
Cc1cccc(C)c1NC(=O)CN1CCC(Cc2ccccc2)CC1,13%
O=C(NC1CCCCC1)c1cccc2c(-c3ccc(F)c(F)c3)coc12,27%
Nc1ccc2c(c1)CCC2=O,-14%
COc1ccc(S(=O)(=O)N2CCC[C@H]2C(=O)N2CCC[C@H]2C(=O)N[C@@H](C)c2ccccc2)cc1C,7%
O=C(c1ccc(CNS(=O)(=O)c2ccc(F)cc2)cc1)N1CCCCCC1,-8%
Cc1nc2c(OCc3ccc(Cl)cc3Cl)cccn2c1N(C)Cc1cccs1,-59%
COc1ccc(CC(N)c2csc(NC(=O)Nc3cc(OC)ccc3OC)n2)cc1 (stereo not drawn),9%
CC1(C)CNC(=S)N1Cc1ccccc1,5%
CCOC(=O)C1CCCN(C(=O)c2ccc3sccc3c2)CC1 (stereo not drawn),18%
COc1ccc(N2CC(C(=O)Nc3nnc(SCC(=O)Nc4ccc(NC(C)=O)cc4)s3)CC2=O)cc1 (stereo not drawn),-20%
CC1(C(=O)NS(=O)(=O)C2CC2)CCN(C(=O)c2cccc(OC(F)(F)F)c2)C1 (stereo not drawn),13%
Cc1ccc(S(=O)(=O)N2CCOCC2)cc1NC(=O)CN(C)CC(=O)Nc1cccc(F)c1,-16%
CC(C)c1ccccc1NC(=O)Nc1nnc([C@@H]2C[C@H](O)[C@@H](CO)O2)s1,26%
Cc1cc(C(=O)N2CCCC(Nc3ccc(C)c(C)c3)C2)nc(C)n1 (stereo not drawn),1%
CCN(CC)C(=O)C1=C(C)N(CCC2=CCCCC2)C(=O)C(CC(=O)NCc2cccc3ccccc23)C1 (stereo not drawn),-47%
CN(C)c1ccc2c(=O)c3ccccc3oc2n1,12%
O=S(=O)(NCc1ccc2c(c1)OCO2)c1ccc2oc3ccccc3c2c1,-9%
COc1ccc(-c2csc(C(O)(c3ccccc3)C(F)(F)F)n2)cc1 (stereo not drawn),-22%
CCCCN(Cc1ccc(Cl)c(Cl)c1)c1ccc(Br)cn1,0%
Nc1ccc(Nc2ccncc2)cc1,0%
C[C@H]1CN([C@@H](C)CO)S(=O)(=O)c2ccc(Br)cc2O[C@H]1CN(C)C(=O)c1cccc(F)c1,-1%
CCN(CC)C(=O)C1=C(C)N(CCC2=CCCCC2)C(=O)C(CC(=O)NCC2CCCCC2)C1 (stereo not drawn),-17%
COc1ccc(CNC(=O)c2sc(=O)n(Cc3ccccc3C)c2C)cc1,-2%
CCCNC(=O)C1(C)CCCN(Cc2cccc(C#N)c2)C1 (stereo not drawn),22%
COCCNC(=O)C1(C)CCCN(Cc2ccc(-c3ccccn3)cc2)C1 (stereo not drawn),12%

# Reprinted from the part before: 5 compounds; new compounds follow.
SMILES,BRCA1 expr act
C[C@H]1CN([C@@H](C)CO)S(=O)(=O)c2ccc(Br)cc2O[C@H]1CN(C)C(=O)c1cccc(F)c1,-1%
CCN(CC)C(=O)C1=C(C)N(CCC2=CCCCC2)C(=O)C(CC(=O)NCC2CCCCC2)C1 (stereo not drawn),-17%
COc1ccc(CNC(=O)c2sc(=O)n(Cc3ccccc3C)c2C)cc1,-2%
CCCNC(=O)C1(C)CCCN(Cc2cccc(C#N)c2)C1 (stereo not drawn),22%
COCCNC(=O)C1(C)CCCN(Cc2ccc(-c3ccccn3)cc2)C1 (stereo not drawn),12%
Nc1nc2ccccc2n1S(=O)(=O)c1ccccc1,9%
CCOc1ccc(Cl)cc1-c1cc(C(=O)NCc2ccccc2OC)[nH]n1,-4%
CC(C)C[C@@H]1CN(CCCC[C@H]2CNC(=O)C(=O)N2CCC2CCCCC2)C(=O)C(=O)N1CC1CCCCC1,-15%
Cc1ccc2nc(-c3ccco3)c(Cc3ccccc3)n2c1,63%
CCOc1ccc(-c2cc(C(=O)Nc3cccc(C(F)(F)F)c3)[nH]n2)c(C)c1,-4%
CC(=O)c1sc(Nc2ccccc2)nc1C,-7%
CCC(CC)C(=O)N(C)c1c(C)nc2c(OCc3ccc(C#N)cc3)cccn12,-24%
Cc1ccsc1C(=O)OCC(=O)Nc1cccc(S(=O)(=O)N2CCCCC2)c1,-8%
CS(=O)(=O)Nc1ccccc1-c1cccc2nccn12,4%
OC(c1cccnc1)c1nc(/C=C/c2ccc(C(F)(F)F)cc2)cs1 (stereo not drawn),10%
CCCCc1c(-c2ccccc2OC)ncn1CCc1cccc(Cl)c1,-40%
Cc1oc(-c2ccccc2)nc1C(=O)OCC(=O)NCc1ccc(F)cc1,1%
O=C(NN=Cc1cccc(O)c1O)c1ccccc1,-28%
CC(C)c1ccc(CN2CCC2(C)C(=O)Nc2cccc(Oc3ccccc3)c2)cc1 (stereo not drawn),0%
Cn1c(-c2ccccc2)cc(=NNS(C)(=O)=O)c2cc(S(=O)(=O)O)ccc21,2%
CCS(=O)(=O)N1Cc2cc(C(=O)NCCOC)nc(-c3cccc(-c4ccncc4)c3)c2[C@H]1CCO,13%
CCCCCCN1C[C@@H](n2cc(C3CC3)nn2)[C@H](O)C[C@@H]1c1ccc(Cl)cc1,-4%
COc1ccc(Cn2cc(CN3CC(N4CCCCC4)CS3(=O)=O)nn2)cc1 (stereo not drawn),0%
C=CCC[C@H](CCCCC)OC(=O)/C=C/[C@@H](O)[C@H](O)C[C@@H](O)CC=C,0%
C[C@H]1CN([C@@H](C)CO)S(=O)(=O)c2ccc(C#CC3(O)CCCC3)cc2O[C@@H]1CN(C)C(=O)Cc1cccnc1,-7%
CN1OC[C@@H]2CN(C(=S)NCCc3ccccc3)[C@H](c3ccc(-n4ccnc4)cc3)C[C@@H]21,-12%
O=C1NC(c2ccc3ccccc3c2)Nc2ccccc21 (stereo not drawn),-12%
CC(C)c1ccc(NC(=O)Nc2nc(C(N)c3ccccc3)cs2)cc1 (stereo not drawn),-48%
CCOC1=C2[C@@H](CN(S(=O)(=O)c3ccc(C)cc3)[C@H]2c2ccccc2F)[C@H]2C(=O)NC(=O)[C@H]2C1,3%
CCOc1cc(N2CCOCC2)c(OCC)cc1NS(=O)(=O)c1ccc2c(c1)CC(=O)N2,13%

# 7 compounds drawn at random from those above, as already listed:
SMILES,BRCA1 expr act
CC(C)c1ccc(NC(=O)Nc2nc(C(N)c3ccccc3)cs2)cc1 (stereo not drawn),-48%
Cc1ccc2nc(-c3ccco3)c(Cc3ccccc3)n2c1,63%
OC(c1cccnc1)c1nc(/C=C/c2ccc(C(F)(F)F)cc2)cs1 (stereo not drawn),10%
CC(C)C[C@@H]1CN(CCCC[C@H]2CNC(=O)C(=O)N2CCC2CCCCC2)C(=O)C(=O)N1CC1CCCCC1,-15%
Cc1oc(-c2ccccc2)nc1C(=O)OCC(=O)NCc1ccc(F)cc1,1%
CCC(CC)C(=O)N(C)c1c(C)nc2c(OCc3ccc(C#N)cc3)cccn12,-24%
CN1OC[C@@H]2CN(C(=S)NCCc3ccccc3)[C@H](c3ccc(-n4ccnc4)cc3)C[C@@H]21,-12%

# Next compounds follow.
SMILES,BRCA1 expr act
C(=Nc1ccc(/C=C/c2ccnc3ccccc23)cc1)c1cc2c3c(c1)CCCN3CCC2,5%
Cc1ccc(Cc2c(-c3cccc(Cl)c3)nc3c4ccccc4ccn23)cc1,3%
Nc1ncncc1-c1ccc(F)cc1,7%
CC(C)(C)c1ccc(C(=O)C[n+]2cccc3cc(Cl)ccc32)cc1,-79%
CCc1ccc(C(O)c2ncc(-c3ccccc3Cl)[nH]2)cc1 (stereo not drawn),2%
Fc1cccc(Cc2c(-c3cccc(Br)c3)nc3ccc(Cl)cn23)c1,75%
CC(C)COC(=O)N1CCCCC1c1cc(C(=O)NC(C)C)no1 (stereo not drawn),17%
CC(=O)Nc1ccc(/C=C2\C=Cc3ccccc32)cc1,?
N#Cc1cc2cc3c(cc2nc1Cl)OCCO3,65%
COCCNC(=O)C1CCCN(C(=O)c2ccc(SC(F)(F)F)cc2)CC1 (stereo not drawn),0%
CC(C)(C)c1ccc(C(=O)C2CC2)cc1,6%
CC(OC(=O)C1=COCCO1)C(=O)NC1CCCC(C)C1C (stereo not drawn),-3%
